DAGLB inhibitor – diacylglycerol lipase beta (human) inhibition; Q8NCG7; HEK293T DAGLB membrane lysate, EnzChek fluorogenic substrate; inhibition, % at 5.17 µM; actives 0.059% (n = 340,000); AID 504411; in the data active means inhibition above about 34%;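 further: 0% = enzyme with vehicle and 100% = wells lacking enzyme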
Target sequence (Q8NCG7 whole entry, looked up): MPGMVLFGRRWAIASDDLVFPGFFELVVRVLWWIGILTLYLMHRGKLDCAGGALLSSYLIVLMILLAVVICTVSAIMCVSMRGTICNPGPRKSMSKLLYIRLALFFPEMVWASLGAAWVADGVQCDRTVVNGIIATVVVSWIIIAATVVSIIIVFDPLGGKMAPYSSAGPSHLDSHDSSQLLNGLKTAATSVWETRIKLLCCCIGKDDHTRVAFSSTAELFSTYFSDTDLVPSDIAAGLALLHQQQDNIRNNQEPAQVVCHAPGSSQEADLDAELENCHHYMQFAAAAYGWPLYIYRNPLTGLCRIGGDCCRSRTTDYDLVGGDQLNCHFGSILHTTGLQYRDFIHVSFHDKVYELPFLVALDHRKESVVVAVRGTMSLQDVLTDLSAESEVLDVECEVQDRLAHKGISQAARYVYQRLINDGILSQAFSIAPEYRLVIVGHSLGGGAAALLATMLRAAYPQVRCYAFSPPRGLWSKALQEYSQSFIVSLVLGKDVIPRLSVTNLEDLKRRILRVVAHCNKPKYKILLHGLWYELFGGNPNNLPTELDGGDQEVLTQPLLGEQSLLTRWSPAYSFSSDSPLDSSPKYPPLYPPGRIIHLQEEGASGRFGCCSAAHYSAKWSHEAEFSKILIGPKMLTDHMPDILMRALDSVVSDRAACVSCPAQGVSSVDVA
E coli growth – bacterial growth inhibition, counter-screen for AddAB inhibitors; E. coli V3065 growth, OD600 absorbance, 18 h; inhibition, % at 11.9 µM; actives 0.27% (n = 330,000);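 active means inhibition above the campaign's mean inhibition across all tested compounds plus 3 SD, cut at about 9.9% in these data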;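 further: uninfected addAB+ strain grown without phage in ampicillin broth; 0% = DMSO wells and 100% = ciprofloxacin 0.95 µg/ml wells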
CAL PDZ FP – inhibitors of human CAL PDZ peptide binding; purified CAL PDZ, TMR-peptide fluorescence polarization, 1 h; actives 0.02% (n = 330,000); inhibition, % at 20 µM; AID 504414;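 active means highest replicate inhibition of at least 40%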;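 further: plate controls were DMSO neutral control wells for no effect and unlabeled competitor peptide control wells for full effect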
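Read-out basis: mP drop reported as inhibition | Assay system: Tagged CAL PDZ protein CerCALP, purified | Benchmarks: Unlabelled peptide for full inhibition, DMSO wells as neutral | Schedule: 1 h incubation at room temperature before polarization reading | Buffer or medium: Sodium phosphate/NaCl buffer pH 7.4 with TCEP, IgG, Thesit | Doses: Single point, 20 µM | Measured by: Fluorescence polarization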
PfHsp90 set2 – growth inhibition of yeast expressing Plasmodium Hsp90; S. cerevisiae expressing PfHsp90, BacTiter-Glo ATP, 48 h; yeast lacking PDR1 and PDR3 efflux regulators; inhibition, % at 9.4 µM; actives 0.32% (n = 310,000); AID 504621;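 active means every replicate shows inhibition above about 80%, whatever the replicate mean, limit read from the data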;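 further: 0% = DMSO neutral controls and 100% = 20 µM radicicol positive controls; yeast relying on Plasmodium falciparum Hsp90 in place of its own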
Tat transport – inhibitors of E. coli Tat protein transport; E. coli MC4100 TorA-mCherry Tat export, fluorescence; inhibition, % at 10 µM; actives 0.036% (n = 340,000);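 active means mean replicate inhibition at least 50% and at least half of replicates individually reaching 50%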;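 further: exported cargo escapes ClpAP degradation while cytoplasmic cargo is degraded and loses fluorescence; 0% = median of neutral control wells and 100% = median of NaSCN control wells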
PvdQ acylase – blocks Pseudomonas aeruginosa PvdQ acylase activity. actives 0.063% (n = 340,000). inhibition, % at 10 µM. purified PvdQ acylase, fluorescence plate reader; in the data active means inhibition above about 30%, passing the limit was not always enough;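 further: 0% = vehicle neutral wells and 100% = reference inhibitor wells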
Wnt act – Wnt/beta-catenin pathway activation. AID 743398. Wnt/beta-catenin reporter cell assay, activator, plate reader. activation, % at 9.35 µM. actives 1.2% (n = 300,000); in the data active means activation above about 30%, passing the limit was not always enough;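 further: 0% = neutral control wells and 100% = positive control wells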
Rtt109 HAT inh – blocks Candida albicans Rtt109/Vps75 acetyltransferase activity. Q5AAJ8. purified Rtt109/Vps75, ThioGlo CoA-SH fluorescence, 4 h. inhibition, % at 34.9 µM. actives 0.16% (n = 330,000). AID 540336;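 active means inhibition of at least 50% in every replicate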
Target sequence (Q5AAJ8 whole entry, looked up): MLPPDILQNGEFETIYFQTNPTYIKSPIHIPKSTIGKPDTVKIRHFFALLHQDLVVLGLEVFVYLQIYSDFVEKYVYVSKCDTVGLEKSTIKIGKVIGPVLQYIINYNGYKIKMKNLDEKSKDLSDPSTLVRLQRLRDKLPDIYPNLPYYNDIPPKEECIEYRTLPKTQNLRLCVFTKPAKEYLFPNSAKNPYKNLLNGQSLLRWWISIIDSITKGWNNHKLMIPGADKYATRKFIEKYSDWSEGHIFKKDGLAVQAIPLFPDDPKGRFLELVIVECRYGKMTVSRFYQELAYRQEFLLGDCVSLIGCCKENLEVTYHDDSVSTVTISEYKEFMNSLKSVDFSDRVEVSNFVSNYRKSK
AddAB inh – less growth of phage-infected E. coli with AddAB. inhibition, % at 11.9 µM. actives 0.29% (n = 330,000). E. coli expressing H. pylori AddAB, absorbance growth; in the data active means inhibition above about 12%;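 further: 0% = vehicle wells of infected cells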
phage Ecoli inh – E. coli growth loss with phage present; actives 0.26% (n = 360,000); growth absorbance; inhibition, % at 11.9 µM; AID 651602; in the data active means inhibition above about 11%
Starred values were filed as active, the others as inactive; x = not tested or not shown.

SMILES | DAGLB inhibitor | E coli growth | CAL PDZ FP | PfHsp90 set2 | Tat transport | PvdQ acylase | Wnt act | Rtt109 HAT inh | AddAB inh | phage Ecoli inh
C[C@@H](C(=O)Nc1ccc2ccccc2c1)[C@H]1C[C@]1(C)[C@H](NS(=O)(=O)c1ccccc1)c1ccccc1 | x | -1.2 | x | x | x | x | -6 | x | 3.0 | 1.8
CCN1CCCC1CN(Cc1cc2ccc(C)cc2[nH]c1=O)C(=S)Nc1ccc(OC)cc1OC (stereo not drawn) | 3 | -2.4 | 0.3 | 12 | -3 | -1 | -1 | 2 | 4.5 | 2.0
CCOC(=O)C1=C(CSc2nc3c(cc2C#N)CN(C)CC3)OC(N)=C(C#N)C1c1ccc(Cl)cc1 (stereo not drawn) | 3 | 2.2 | -1.3 | 41 | 6 | -16 | x | 13 | 1.2 | -1.3
O=C(NCCc1ccc(Cl)cc1)c1cc(-c2ccccn2)nc2ccccc12 | -10 | -1.2 | -2.0 | 14 | 2 | -13 | -1 | -2 | 0.2 | 1.6
CC1(c2ccccc2)NC(=O)N(CC(=O)N2CCN(S(=O)(=O)c3cccc([N+](=O)[O-])c3)CC2)C1=O (stereo not drawn) | 0 | 1.7 | -1.5 | -41 | -6 | -10 | 0 | 7 | -0.9 | 4.6
COc1cccc(NC(=O)c2ncc(Cl)c(Cl)c2Cl)c1 | -3 | -1.5 | -0.3 | -31 | -7 | -12 | 22 | 0 | 3.4 | 0.0
COC(=O)Nc1ncc(CN2CCCCC2)s1 | 2 | -0.6 | 0.3 | 2 | -9 | 5 | x | -5 | 2.3 | 1.1
NNC(=O)c1nc(-c2ccccc2)cc(-c2ccccc2)n1 | -3 | x | -4.0 | -11 | -5 | 4 | 7 | 2 | x | 1.5
COc1ccccc1-c1nnc(C2CCN(S(=O)(=O)c3ccccc3[N+](=O)[O-])CC2)o1 | 0 | -1.4 | -0.9 | 11 | 2 | -13 | -2 | 1 | 2.0 | 4.2
COC(=O)c1nn(-c2ccc(F)cc2)ccc1=O | 0 | -1.3 | -0.5 | -25 | 5 | -16 | 0 | -7 | 0.2 | 1.5
CC#CCN(CC#CC)S(=O)(=O)c1ccc(S(=O)(=O)N2CCOCC2)cc1 | -3 | -0.9 | -0.6 | 8 | 15 | 4 | x | 0 | 1.6 | 0.3
Cc1ccc(/C=N/NC(=O)c2ccccn2)s1 | 0 | -1.5 | -2.1 | -29 | -10 | -3 | -2 | -6 | 2.5 | 1.9
CCOc1ccccc1NC(=S)N1CCN(c2nc(-c3cccc(OC)c3)cs2)CC1 | -4 | -0.8 | -3.6 | 1 | 2 | 5 | -2 | 13 | -0.8 | 3.5
COc1ccccc1N1C(=NC(=O)COc2ccccc2)SC2CS(=O)(=O)CC21 (stereo not drawn) | -1 | -0.7 | -2.1 | -12 | -13 | -8 | 0 | -9 | 1.6 | 1.4
COC(=O)CN1C(=O)CC(C)(C)Sc2ccccc21 | -1 | 1.2 | -0.7 | 11 | 4 | -6 | 0 | 10 | 2.3 | 3.1
CCOC(=O)C1(Cc2ccccc2C(F)(F)F)CCN(C(=O)c2cc(C(C)=O)n[nH]2)CC1 | 1 | -2.4 | -2.8 | -8 | 2 | -18 | 2 | x | 2.4 | 2.3
COCCN1Cc2cccc(C(=O)NC3CCCCCC3)c2C1=O | 0 | 2.2 | -0.9 | -46 | -5 | -7 | x | 2 | 1.6 | 3.8
c1cnc2c(SCc3ccc(-c4nnco4)cc3)cccc2c1 | -4 | 3.1 | -0.8 | -14 | -9 | 15 | x | 18 | 3.6 | 2.1
Cc1ccc(C(=O)N2NC(c3ccc(F)cc3)C3C(=O)N(c4ccc(C)cc4)C(=O)C32)cc1 (stereo not drawn) | -2 | -0.2 | -0.2 | 18 | 3 | -14 | -5 | 4 | 2.7 | 2.6
CC(=O)Nc1nnc(SCc2cccc(F)c2)s1 | 4 | -1.2 | -0.8 | 6 | 6 | -12 | 2 | 3 | 0.0 | 3.3
CCC1(c2ccc(F)cc2)NC(=O)N(CC(=O)N2CCN(S(=O)(=O)c3ccc(C)cc3C)CC2)C1=O (stereo not drawn) | -1 | x | -0.4 | -10 | 18 | -18 | -1 | -4 | x | 1.9
Cc1ccc(C(NC(=O)C2CCCCC2)c2c(O)ccc3ccccc23)cc1 (stereo not drawn) | -11 | 1.0 | -1.6 | 3 | -2 | -15 | -3 | -11 | 3.5 | 4.2
CCCCN(C)C(=O)c1cn(C)c2ccc(S(=O)(=O)N3CCC(C)CC3)cc2c1=O | -3 | 1.3 | -1.5 | 9 | -3 | -12 | x | 10 | 3.8 | x
CC(C)(C)C(=O)Nc1ccccc1C(=O)Nc1cc(Cl)ccc1Cl | -10 | 0.6 | -0.9 | -37 | 10 | -13 | -4 | 0 | 0.7 | -0.6
CC1CN(C(=S)NC(=O)C2CCCCC2)CC(C)O1 (stereo not drawn) | 2 | -0.1 | 0.3 | 12 | -10 | 4 | 0 | 6 | 0.7 | 2.0
C=CCOC1COC2C(OCC=C)COC12 (stereo not drawn) | 2 | x | -0.1 | x | 8 | 2 | -1 | -3 | x | -0.1
O=S(=O)(Nc1ncccn1)c1ccc(NC(=S)N2CCN(Cc3ccc(F)cc3Cl)CC2)cc1 | 6 | 2.6 | -3.1 | 10 | 1 | -11 | 2 | -3 | 4.0 | 3.7
Cc1c(Cl)cccc1NC(=O)NCc1cccnc1 | 2 | x | -1.9 | -25 | 12 | -8 | -1 | -6 | x | 0.6
N#CC1(c2ccccc2)CCC(=NNS(=O)(=O)c2ccccc2)CC1 (stereo not drawn) | -1 | 2.3 | -1.9 | -19 | 8 | -11 | -2 | -8 | 1.5 | 5.0
C=CCc1ccccc1OCC(O)CN1CCOCC1 (stereo not drawn) | -2 | -1.2 | 0.5 | -2 | 3 | 2 | -1 | -4 | 2.6 | 1.2
O=[N+]([O-])c1ccc(O)c(/C=N/Nc2ccccn2)c1 | 17 | 4.0 | -0.2 | 111* | 1 | 1 | -8 | 2 | 0.8 | 7.8
COC(CN1C(=O)C(O)=C(C(C)=O)C1c1ccccn1)OC (stereo not drawn) | 0 | 2.6 | -3.0 | -4 | -1 | -8 | -2 | 3 | 4.8 | 1.8
Cc1ccc(C(=O)N2CCC(C(=O)c3c(C)cc(C)cc3C)CC2)cc1 | 10 | -2.6 | -1.3 | -46 | 8 | -8 | 10 | 0 | 1.8 | 2.5
C(=N\N1CCN(C2c3ccccc3-c3ccccc32)CC1)/c1ccccn1 | -3 | -3.9 | -1.4 | -1 | -2 | 22 | x | 10 | -1.6 | -1.4
COc1ccc(NC(=O)CN(c2ccccc2F)S(=O)(=O)c2ccc(C)cc2)c(OC)c1 | -2 | 1.5 | -0.7 | -12 | -9 | -9 | -1 | -1 | 1.5 | 1.2
CCC(O)(CC)C(=O)N=Nc1c(O)[nH]c2ccccc12 | 0 | -0.4 | 0.2 | -6 | 6 | -5 | 1 | -11 | 1.7 | 0.6
O=C(c1ccc(-n2cncn2)c([N+](=O)[O-])c1)N1CCN(S(=O)(=O)c2cccc(F)c2)CC1 | 0 | 2.5 | -3.1 | 38 | 0 | -10 | -1 | -2 | 1.4 | 3.0
c1ccc2c(NCC3CCCO3)nc(N3CCOCC3)nc2c1 (stereo not drawn) | 0 | -2.1 | 1.4 | -7 | -9 | 14 | 4 | 9 | -0.8 | 2.2
O=C(Nc1ccnc(-c2ccncc2)n1)c1ccc(Cl)cc1 | -2 | 2.3 | -2.4 | x | -1 | -7 | 18 | -1 | 1.5 | 3.8
CCOc1ccccc1NC(=O)c1cc(-c2cc(OC)c(OC)c(OC)c2)nc2ccccc12 | -11 | -1.9 | -3.5 | -62 | -1 | -4 | -5 | -6 | 0.4 | -1.0
CN(C)/C=N/c1sc2c(c1C#N)CCC2 | -2 | -1.2 | -0.1 | 6 | 5 | 10 | -3 | -2 | 0.8 | 1.6
O=C(N/N=C/C=C/c1ccccc1[N+](=O)[O-])c1cccnc1 | 5 | -0.3 | -0.4 | -21 | -2 | -23 | -1 | 5 | 1.2 | 5.0
O=S(=O)(c1ccc2ccccc2c1)N1CCN(S(=O)(=O)N2CCCCC2)CC1 | 2 | -0.2 | -0.7 | x | 3 | -5 | x | 7 | -0.9 | 1.5
CCOC(=O)Cc1csc(NC(=O)CSc2nnnn2-c2ccc(F)cc2)n1 | 2 | 3.0 | -0.9 | x | -10 | -9 | 1 | -9 | 1.5 | 1.1
O=C(Nc1ccc(C(=O)O)cc1)/C(=C\c1ccc2c(c1)OCO2)NC(=O)c1ccco1 | -2 | -0.5 | -1.7 | -2 | -5 | 0 | 0 | -14 | -1.1 | 2.6
CCN(C(=O)C1CCN(S(=O)(=O)c2cccc3nonc23)CC1)c1ccccc1 | 4 | 0.7 | -0.4 | -9 | -6 | 0 | -1 | -1 | -2.9 | 1.9
CNC(=O)C1CCN(C(=O)c2ccc(-c3ccccc3)cc2)CC1 | 2 | 0.2 | 0.2 | -2 | 3 | -11 | x | -5 | 0.5 | 2.8
O=C(c1cc2nc(-c3ccco3)cc(C(F)(F)F)n2n1)N1CCCCCC1 | -5 | -0.6 | -0.5 | -11 | -20 | 3 | -2 | -2 | -0.7 | 1.1
CN1CCCCCC1=NC1=C(C#N)CCCC1 | -1 | -2.7 | 1.3 | 9 | -5 | -2 | x | 5 | 0.8 | 2.3
CC(C)CC(=O)NC(=S)Nc1ccc(CN2CCOCC2)cc1 | -2 | -2.5 | -0.2 | -5 | 1 | -21 | -1 | -3 | -1.4 | 1.7

3 compounds from above, limited to phage Ecoli inh and AddAB inh.
SMILES	phage Ecoli inh	AddAB inh
CNC(=O)C1CCN(C(=O)c2ccc(-c3ccccc3)cc2)CC1	2.8	0.5
O=C(c1cc2nc(-c3ccco3)cc(C(F)(F)F)n2n1)N1CCCCCC1	1.1	-0.7
CN1CCCCCC1=NC1=C(C#N)CCCC1	2.3	0.8

Going on with the list:
SMILES | DAGLB inhibitor | E coli growth | CAL PDZ FP | PfHsp90 set2 | Tat transport | PvdQ acylase | Wnt act | Rtt109 HAT inh | AddAB inh | phage Ecoli inh
O=C(NC(Cc1c[nH]c2ccccc12)C(=O)O)/C(=C\c1ccc2c(c1)OCO2)NC(=O)c1ccccc1 (stereo not drawn) | -2 | -0.3 | -1.6 | -1 | 5 | 6 | 1 | 0 | 2.5 | -0.8
C/C(=N\NC(=S)NCc1ccccc1)c1ccccc1 | -3 | -1.1 | -2.5 | -16 | -3 | -4 | 21 | 8 | -1.5 | 2.6
Cc1c(OC(C)C(=O)O)ccc2c3c(c(=O)oc12)CCCC3 (stereo not drawn) | -3 | -3.5 | 2.1 | 26 | 5 | -13 | -1 | 0 | -2.6 | 2.6
O=C(/C=C/c1ccc([N+](=O)[O-])s1)N1CCCCC1 | 1 | 3.8 | 0.3 | 1 | 0 | 0 | 0 | x | 2.2 | 1.2
CCN(C#N)c1nc(N(C)C)nc(N(C)C)n1 | -3 | -0.4 | -4.0 | x | -7 | -4 | x | -1 | 5.5 | 0.5
COc1ccc(/C=C(/NC(=O)c2cccs2)C(=O)Nc2ccc(C)cc2)cc1OC | 0 | 0.2 | -0.9 | -9 | -8 | 9 | -2 | 15 | 1.9 | 0.7

Screening data deposited in PubChem by several laboratories.
